PvdQ acylase: blocks Pseudomonas aeruginosa PvdQ acylase activity; purified PvdQ acylase, fluorescence plate reader; inhibition, % at 10 µM; actives 0.063% (n = 340,000); AID 488965; in the data active means inhibition above about 30%, passing the limit was not always enough;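 further: 0% = vehicle neutral wells and 100% = reference inhibitor wells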
Wnt bcat act: activates Wnt/beta-catenin signaling in a reporter cell assay; activator, plate reader; activation, % at 9.35 µM; AID 743398; actives 1.2% (n = 300,000); in the data active means activation above about 30%, passing the limit was not always enough;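 further: 0% = neutral control wells and 100% = positive control wells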
V-ATPase pHluor: regulators of yeast V-ATPase proton transport. response, % at 10 µM. actives 0.37% (n = 350,000). S. cerevisiae, pHLuorin cytosolic pH fluorescence. AID 504577; in the data active means response mostly above about 7.3%, no sharp cut-off; inactive means mostly below about 5.4%; further: actives read high; inactives centre near 0; some compounds called inactive have numbers as strong as hits; reference of the scale not given here
dFosB activator: activators of mouse delta FosB homodimer. purified delta FosB, TAMRA-CDK5 oligo fluorescence polarization; percent of positive-control signal above neutral wells. AID 493131. P13346. actives 0.99% (n = 340,000). activation, % at 25 µM;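 active means mean activation above about 17%, with every replicate also reaching it, limit read from the data, passing the limit was not always enough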;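 further: fluorescence polarization rise as delta FosB binds a TAMRA Cdk5 AP-1 oligo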
HTR5A ag ctr: activates human HTR5A in OPRM1-OPRD1 agonist counter-screen; activation, % at 9.3 µM; AID 504692; HTR5A agonist assay, luminescence, cell-based; actives 0.61% (n = 340,000); in the data active means activation mostly above about 9.5%, no sharp cut-off; inactive means mostly below about 7.6%;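 further: 0% = cells with vehicle only and 100% = reference agonist; strong numbers were not always called active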
HTR5A inv ag: counter-screen for OPRM1-OPRD1 inverse agonists: human HTR5A inverse agonism; P47898; inhibition, % at 9.3 µM; actives 0.083% (n = 340,000); HTR5A cell line, luminescence; in the data active means inhibition mostly above about 23%, no sharp cut-off; inactive means mostly below about 18%;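 further: 0% = cells with DMSO and 100% = no-cell wells with DMSO; some compounds called inactive have numbers as strong as hits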
CDK5 inh: inhibitors of human CDK5/p35 kinase; Q00535+Q15078; inhibition, % at 10 µM; actives 0.01% (n = 330,000); Recombinant CDK5/p35, ADP-Glo luminescence, 60 min;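 active means highest replicate inhibition of at least 50% and at least 75% of replicates reaching 50%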;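 further: plate controls were DMSO neutral control for no effect and GW8510 at 10 µM for full effect; many of its hits are not listed in these tables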
NSD2 HMT inh: NSD2 (human) methyltransferase inhibition; O96028; NSD2 peptide methylation, AlphaScreen, 120 min; actives 0.54% (n = 310,000); inhibition, % at 12.5 µM; in the data active means inhibition above about 50%
Target sequence (O96028 whole entry, looked up): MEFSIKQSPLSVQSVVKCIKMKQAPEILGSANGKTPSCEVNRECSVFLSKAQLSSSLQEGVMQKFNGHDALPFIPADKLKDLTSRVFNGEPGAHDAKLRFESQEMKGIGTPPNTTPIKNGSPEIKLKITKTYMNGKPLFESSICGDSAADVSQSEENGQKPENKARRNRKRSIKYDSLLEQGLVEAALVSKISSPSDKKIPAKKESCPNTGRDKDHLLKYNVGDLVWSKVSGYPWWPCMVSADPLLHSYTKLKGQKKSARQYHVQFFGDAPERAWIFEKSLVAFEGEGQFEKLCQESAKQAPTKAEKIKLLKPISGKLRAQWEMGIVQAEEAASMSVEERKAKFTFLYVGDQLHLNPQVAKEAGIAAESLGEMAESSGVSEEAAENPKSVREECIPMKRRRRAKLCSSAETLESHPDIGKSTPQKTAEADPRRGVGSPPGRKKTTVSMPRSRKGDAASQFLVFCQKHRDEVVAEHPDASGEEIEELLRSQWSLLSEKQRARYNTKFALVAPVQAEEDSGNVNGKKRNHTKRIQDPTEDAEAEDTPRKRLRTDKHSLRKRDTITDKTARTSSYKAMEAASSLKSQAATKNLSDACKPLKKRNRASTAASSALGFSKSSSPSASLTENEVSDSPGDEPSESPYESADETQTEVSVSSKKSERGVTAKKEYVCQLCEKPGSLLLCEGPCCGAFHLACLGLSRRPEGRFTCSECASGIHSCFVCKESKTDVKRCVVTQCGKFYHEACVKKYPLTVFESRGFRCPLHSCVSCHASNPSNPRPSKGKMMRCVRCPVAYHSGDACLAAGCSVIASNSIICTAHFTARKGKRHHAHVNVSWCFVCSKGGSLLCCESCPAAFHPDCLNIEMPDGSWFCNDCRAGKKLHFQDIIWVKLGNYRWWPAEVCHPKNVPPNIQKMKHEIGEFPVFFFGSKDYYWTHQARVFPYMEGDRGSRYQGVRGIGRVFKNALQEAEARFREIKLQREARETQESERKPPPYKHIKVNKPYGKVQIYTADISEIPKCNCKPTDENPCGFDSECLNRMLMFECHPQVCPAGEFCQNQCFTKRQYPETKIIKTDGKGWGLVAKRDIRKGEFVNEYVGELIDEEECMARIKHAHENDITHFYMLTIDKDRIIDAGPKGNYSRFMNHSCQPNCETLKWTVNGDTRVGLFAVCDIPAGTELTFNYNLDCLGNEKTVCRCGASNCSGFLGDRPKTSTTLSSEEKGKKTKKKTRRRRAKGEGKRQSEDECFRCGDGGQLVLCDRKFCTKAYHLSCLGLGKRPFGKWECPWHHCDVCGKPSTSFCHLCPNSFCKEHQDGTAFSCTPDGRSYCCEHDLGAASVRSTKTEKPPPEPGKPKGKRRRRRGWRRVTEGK
MITF TRPM1 HTS: increases MITF-driven TRPM1 promoter luciferase signal; activation, % at 12.5 µM; actives 0.75% (n = 300,000); SK-MEL-5 TRPM1-promoter luciferase, 24 h; % of positive control, neutral wells = 0;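 active means mean activation of at least 80% with every replicate also reaching 80%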;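 further: 0% = neutral control wells and 100% = parthenolide positive control wells; values of inactives mirror those of a sister screen read the other way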
SR-BI DiI inh: blocks mouse SR-BI lipid uptake from DiI-HDL. ldlA[mSR-BI] CHO cells, DiI-HDL uptake fluorescence, 3 h. inhibition, % at 12.5 µM. actives 0.96% (n = 320,000);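 active means mean replicate inhibition of at least 70% and a set share of replicates each scoring 70 or more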;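 further: 0% = median of neutral control wells and 100% = median of positive control wells; values of inactives mirror those of a sister screen read the other way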
* marks the source's active call; other numbers are inactive results; · = no result given.

Each structure is followed by: PvdQ acylase	Wnt bcat act	V-ATPase pHluor	dFosB activator	HTR5A ag ctr	HTR5A inv ag	CDK5 inh	NSD2 HMT inh	MITF TRPM1 HTS	SR-BI DiI inh
N#Cc1nc(COc2ccc(Cl)cc2)oc1N1CCN(Cc2ccccc2)CC1
 : -14	-1	-1	-3	-1	1	-0.8	2	0	·
CC(=O)c1cccc(NC(=O)CC2SC(N3CCCCC3)=NC2=O)c1 (centres undefined)
 : -25	1	2	0	1	7	-0.7	1	·	-14
COC(=O)[C@@]12CCCCN1[C@H](c1ccc(-c3ccc(C(C)=O)cc3)cc1)[C@@H]1C(=O)N(C)C(=O)[C@@H]12
 : -3	-1	-2	-1	3	-23	2.7	·	4	9
COc1cccc(CN2CC(C(=O)NC3CCC(O)CC3)CCC2=O)c1 (centres undefined)
 : 1	2	-2	1	-2	5	0.9	1	4	3
O=C1CC[C@@H](O)CCN1CC[C@H](Sc1ccc(Br)cc1)c1ccccc1
 : -22	1	0	-7	-4	11	0.1	·	11	12
COc1ccc(/C=N/N2CCN(C3c4ccccc4-c4ccccc43)CC2)cc1OC
 : -6	-1	-3	3	2	-7	1.5	-1	-5	65
N#C/C(=C\c1ccc(OCc2ccccc2)cc1)C(=O)Nc1nc2c(s1)CCN(Cc1ccccc1)C2
 : 4	·	-1	-9	1	5	·	2	20	8
CS(=O)(=O)N1CCN(c2ccccc2NC(=O)Cc2ccccc2)CC1
 : 2	·	1	-2	3	-10	-0.9	0	-5	-19
CNC[C@H](Cc1ccccc1)NC[C@@H](Cc1cccc2ccccc12)NCCc1ccc(C)cc1
 : 5	-14	6	30*	1	-11	0.8	·	5	-23
O=C(CSC1=Nc2ccccc2C2=NC(c3ccccc3)C(=O)N12)NC1CCCCC1 (centres undefined)
 : 1	-3	-2	7	3	-4	-1.0	-4	-3	-11
Cc1cc(C)cc(NC(=O)CCNC(=O)c2ccc([N+](=O)[O-])cc2)c1
 : -30	0	2	-5	4	-15	1.7	·	-16	16
CC(=O)OCC1(C)CN(c2ccccc2)N(C(=O)c2ccc(C(C)(C)C)cc2)C1=O (centres undefined)
 : -12	0	4	-11	-6	3	-2.0	1	1	-25
OC(COc1ccccc1)CN1CCN(c2cccc(Cl)c2)CC1 (centres undefined)
 : 13	2	-2	-5	-2	6	-1.6	·	-7	8
COC(=O)c1[nH]c2ccccc2c1NC(=O)CN1CCN(C(=O)c2ccco2)CC1
 : -17	-4	-1	-5	11	-30	2.1	1	14	-2
CN1CCN(C(=O)CCCN2C(=O)/C(=C/c3ccc(Cl)cc3)SC2=S)CC1
 : -12	·	2	-10	-4	10	-1.5	8	9	-12
CCOC(=O)c1c([N+](=O)[O-])c(C)[nH]c(=O)c1C#N
 : 3	-3	-1	4	-2	6	-0.2	-1	3	-2
COc1ccc(CCNC(=O)C2CCN(S(=O)(=O)c3ccc(SC)cc3)CC2)cc1
 : -13	8	-1	-6	1	-5	-0.4	-3	·	1
O=C(NC1CCCCC1)N1CCN(Cc2ccco2)CC1
 : -19	2	1	-1	2	1	-0.2	0	10	-28
OCCC1CN(C2CCSCC2)CCN1C1CCCC1 (centres undefined)
 : -7	-2	10	-10	-1	2	-0.2	-4	-11	31
Cc1cccc(NC(=O)CCN2C(=O)c3cccc([N+](=O)[O-])c3C2=O)c1
 : -6	4	-3	4	-2	6	-1.0	1	·	-12

Structures listed above printed as active in dFosB activator:
Structure | PvdQ acylase | Wnt bcat act | V-ATPase pHluor | dFosB activator | CDK5 inh | NSD2 HMT inh | MITF TRPM1 HTS | SR-BI DiI inh
CNC[C@H](Cc1ccccc1)NC[C@@H](Cc1cccc2ccccc12)NCCc1ccc(C)cc1 | 5 | -14 | 6 | 30* | 0.8 | · | 5 | -23

(next part)
Each structure is followed by: PvdQ acylase	Wnt bcat act	V-ATPase pHluor	dFosB activator	HTR5A ag ctr	HTR5A inv ag	CDK5 inh	NSD2 HMT inh	MITF TRPM1 HTS	SR-BI DiI inh
O=C(Cn1c(=O)oc2ccccc21)N1CCN(S(=O)(=O)c2ccccc2)CC1
 : -5	7	2	0	-7	18	-0.8	-2	-1	9
CNC(=O)N1c2ccccc2NC(=O)CC1C (centres undefined)
 : -14	-4	4	-5	-5	2	-0.4	-3	-7	-12
CC(=O)c1c(C)cc(C)c(CSc2ccccn2)c1C
 : -20	1	2	-6	3	-10	1.2	-3	4	18
COc1ccc(OCC(=O)Nc2ccc3c(c2)nc(CCN2CCCC2)n3C)cc1
 : -19	-1	2	6	-4	14	-3.5	25	-22	·
O=C(CCSc1nnc(-c2ccncc2)o1)Nc1cccc(Cl)c1
 : -5	-1	0	-9	0	10	-0.4	2	-9	-21
Cc1cc(C(=O)N/N=C/c2ccc(-c3ccc([N+](=O)[O-])cc3C)o2)n[nH]1
 : 1	-2	-1	3	-4	14	-0.3	-3	3	40
Cc1cccc2nnc(-c3ccccc3)n12
 : -12	-4	-10	-5	-1	5	0.2	1	6	-8
O=c1cnnc(N/N=C/C2CC=CCC2)[nH]1 (centres undefined)
 : -12	4	4	3	-2	5	-1.2	-2	-13	-18
Cc1csc(NC(=O)CSc2ccc([N+](=O)[O-])cn2)n1
 : -19	-1	4	3	5	-12	-3.0	4	3	2
Cc1sc2ncnc(N3CCC(C(=O)N4CC(C)SC4=Nc4ccc(Cl)cc4)CC3)c2c1C (centres undefined)
 : -11	10	0	-7	5	9	-2.8	1	·	7
CCCn1c(SCC(=O)Nc2nc3ccccc3s2)nc2c1c(=O)n(C)c(=O)n2C
 : -12	·	-1	6	-3	-13	1.7	1	-9	-12
Cc1cccc(C(=O)OCC(=O)NCCCc2ccccc2)c1
 : 11	0	2	-13	·	·	-1.0	0	-7	-11
CCOC(=O)C1(Cc2ccccc2Cl)CCN(S(C)(=O)=O)CC1
 : -8	0	1	-3	-4	-21	0.1	-1	8	-5
O=C(CS(=O)(=O)c1ccccc1)Nc1ccc(S(=O)(=O)Nc2ccccn2)cc1
 : -4	0	5	2	-2	6	-2.8	1	-3	-36
CCN1C(=O)[C@H]2[C@@H](c3ccc(C)cc3)N3C(=O)N(c4cccc(Br)c4)C(=O)[C@@]3(Cc3ccccc3)[C@H]2C1=O
 : -9	0	13*	1	9	10	-5.2	·	7	-11
Cc1noc(C)c1S(=O)(=O)N1CCCC(C(=O)NC2CCCCC2)C1 (centres undefined)
 : 3	-4	5	1	4	-10	0.6	1	-2	-12
O=C(O)CNC(=O)CC1S/C(=N/N=C2\CSC(=O)N2)NC1=O (centres undefined)
 : -13	-2	4	-2	-5	14	-2.2	-9	7	-49
CN1CCN(c2ccc(NC(=O)c3ccc(C#N)cc3F)cc2Cl)CC1
 : -12	0	6	-9	-1	3	0.2	5	-5	2
Clc1ccc(-c2nnc3n2CCCCS3)cc1
 : -7	·	2	-4	6	19	-5.8	1	-12	-18
O=C(CN1CCOc2ccccc21)N1CCCC1
 : -14	0	0	3	4	-10	0.2	·	·	2
Cc1nn(CC(=O)Nc2ccc(S(N)(=O)=O)cc2)c(=O)c2ccccc12
 : 1	0	0	10	-1	4	-0.8	3	4	-2
O=C(COC(=O)CCc1ccc(S(=O)(=O)N2CCOCC2)cc1)NCc1ccc(Cl)cc1
 : -13	-2	2	2	-4	2	-0.7	-7	2	-14
CCCc1nc(N2CCN(C)CC2)c2sc(=S)n(-c3ccccc3)c2n1
 : -14	0	-1	1	1	-4	-0.9	·	19	6
O=C1CCC(=O)N1CCCCCc1nc(-c2ccccc2)no1
 : -6	·	-6	-3	2	6	-1.9	0	60	9
CN(C(=O)c1ccccc1C(=O)OCC(=O)Nc1ccccc1)c1ccccc1
 : 2	-3	-1	-6	-2	12	-1.4	0	-7	9
Cc1cccc(C)c1-n1nnnc1C1(Nc2ccccc2)CCCCC1
 : 6	·	-1	-4	-3	8	-0.8	-1	-15	-17
CCCn1c(=O)c(C(=O)Nc2c(C)n(C)n(-c3ccccc3)c2=O)c(O)c2ccccc21
 : -16	-2	0	12	-3	9	-1.2	·	·	-5
COc1cccc(C(=O)COC(=O)COc2c(C)cc(C)cc2C)c1
 : -13	-3	-2	-8	-3	14	-0.1	4	-5	-9
CC1CCCC(NC(=S)NC(=O)c2cncc(Br)c2)C1C (centres undefined)
 : -6	0	-2	-3	-1	-20	-0.7	0	-4	17
COCCn1c(-c2cccc(Br)c2)nc2c(c(=O)c3ccccc3n2C)c1=O
 : -15	0	-4	-6	-4	14	0.9	1	1	21
Cc1ccc(Cl)cc1NC(=S)N(CCN(C)C)Cc1cccs1
 : 6	-1	-1	-4	5	-14	1.1	-1	-45	-6
C=CCn1c(SCC(=O)c2c(N)n(C)c(=O)n(C)c2=O)nnc1-c1ccncc1
 : -2	-1	-2	-12	1	-3	-2.5	-1	-15	-20
CCOc1cc(CN2CCCC(C(=O)c3cccc(C(F)(F)F)c3)C2)ccc1O (centres undefined)
 : 6	-2	0	-5	2	-17	-0.5	2	7	27
O[C@@H]1[C@@H](O)C=C2CCN3Cc4cc5c(cc4[C@H]1C23)OCO5 (some centres undefined)
 : 5	-20	2	0	-2	-5	-1.3	·	-60	9
O=C(N/N=C/c1cc(Br)cc(Cl)c1O)c1ccc2c(c1)OCO2
 : 10	-3	0	-4	2	-7	-4.0	1	·	132*
O=C(O)C(=O)/C(=C\c1cccc2ccccc12)c1ccc2ccccc2n1
 : -14	·	0	-2	1	-7	-2.8	-1	-17	·
CCCNC(=O)Cn1nc([N+](=O)[O-])c([N+](=O)[O-])c1C
 : -1	·	-1	-1	0	0	3.2	-3	-6	-17
CCCC(C)c1nnc(NC(=O)CS(=O)(=O)Cc2ccccc2)s1 (centres undefined)
 : -9	-6	0	-10	4	-24	-1.9	2	-17	5
CCN(c1cccc(C)c1)S(=O)(=O)c1cc2c3c(c1)CCC(=O)N3CCC2
 : 7	-4	-4	-12	-6	17	0.9	-1	-1	9
Cc1ccc(C(=O)Nc2nnc(-c3ccc(C(C)(C)C)cc3)s2)cc1
 : -17	·	1	-5	-1	-4	-0.8	-1	14	-13
CCOC(=O)C1(Cc2ccccc2C)CCCN(C(=O)c2ccnn2C)C1 (centres undefined)
 : -13	0	2	0	-2	10	-1.6	-12	16	-21
COC(=O)c1sc(=S)sc1C(=O)OC
 : -6	-1	1	-3	1	-3	-1.2	-3	0	-26
COc1ccc(-c2cc(C(=O)N3CCN(c4ccccc4F)CC3)c3ccccc3n2)c(OC)c1
 : -9	0	1	-4	0	9	1.7	-1	-19	53
Cc1occc1-c1nnc(SCC(=O)NCC2CCCO2)n1C (centres undefined)
 : -12	-6	1	0	-1	-16	-1.0	-1	·	-34
C=CCNC(=O)CC1Nc2c3ccccc3nc(=S)n2C1=O (centres undefined)
 : -17	0	-1	5	0	0	-3.4	·	2	-14
Cc1cc(C)cc(NS(=O)(=O)Cc2ccccc2)c1
 : 11	1	-2	-3	1	-2	2.0	-1	-6	12
CC(C)n1nc(C(=O)Nc2ccc(-n3cnnn3)cc2)c2ccccc2c1=O
 : -12	-2	-4	-4	-1	3	-2.3	4	-11	30
COC(=O)C(Cc1ccccc1)NC(=O)c1cccc(S(=O)(=O)N(C)C)c1 (centres undefined)
 : -16	0	-3	-10	2	-4	-0.1	-5	21	-30
CCN(CC)C(=O)Cn1cc(C(=O)C(=O)NCc2ccco2)c2ccccc21
 : -6	-1	1	-2	-1	3	-0.1	1	4	1

A different layout for part of the listing above.
structure	PvdQ acylase	Wnt bcat act	V-ATPase pHluor	dFosB activator	HTR5A ag ctr	HTR5A inv ag	CDK5 inh	NSD2 HMT inh	MITF TRPM1 HTS	SR-BI DiI inh
Cc1cc(C)cc(NS(=O)(=O)Cc2ccccc2)c1	11	1	-2	-3	1	-2	2.0	-1	-6	12
CC(C)n1nc(C(=O)Nc2ccc(-n3cnnn3)cc2)c2ccccc2c1=O	-12	-2	-4	-4	-1	3	-2.3	4	-11	30

Source: PubChem (several laboratories)
